PfG6PD inh – PfG6PD (Plasmodium falciparum) enzyme inhibition. PfGluPho enzyme, NADPH resazurin-diaphorase fluorescence. inhibition, % at 20 µM. 350,000 tested, 0.78% active. AID 504690;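 active = inhibition reaching at least a set limit at 20 µM in the primary screen, cut at about 59% in these data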;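 note: 0% = DMSO wells with substrate and 100% = DMSO wells lacking glucose-6-phosphate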
HKDC1 inh – blocks human hexokinase HKDC1 activity | Q2TB90 | recombinant HKDC1, G6PDH/diaphorase resazurin coupled fluorescence | inhibition, % at 20 µM | 340,000 tested, 0.16% active | AID 493160;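 active = inhibition above about 35% when tested at 20 µM, limit read from the data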;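 note: plate controls were DMSO wells with enzyme for no effect and DMSO wells lacking enzyme for full effect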
Target sequence (Q2TB90 whole entry, looked up): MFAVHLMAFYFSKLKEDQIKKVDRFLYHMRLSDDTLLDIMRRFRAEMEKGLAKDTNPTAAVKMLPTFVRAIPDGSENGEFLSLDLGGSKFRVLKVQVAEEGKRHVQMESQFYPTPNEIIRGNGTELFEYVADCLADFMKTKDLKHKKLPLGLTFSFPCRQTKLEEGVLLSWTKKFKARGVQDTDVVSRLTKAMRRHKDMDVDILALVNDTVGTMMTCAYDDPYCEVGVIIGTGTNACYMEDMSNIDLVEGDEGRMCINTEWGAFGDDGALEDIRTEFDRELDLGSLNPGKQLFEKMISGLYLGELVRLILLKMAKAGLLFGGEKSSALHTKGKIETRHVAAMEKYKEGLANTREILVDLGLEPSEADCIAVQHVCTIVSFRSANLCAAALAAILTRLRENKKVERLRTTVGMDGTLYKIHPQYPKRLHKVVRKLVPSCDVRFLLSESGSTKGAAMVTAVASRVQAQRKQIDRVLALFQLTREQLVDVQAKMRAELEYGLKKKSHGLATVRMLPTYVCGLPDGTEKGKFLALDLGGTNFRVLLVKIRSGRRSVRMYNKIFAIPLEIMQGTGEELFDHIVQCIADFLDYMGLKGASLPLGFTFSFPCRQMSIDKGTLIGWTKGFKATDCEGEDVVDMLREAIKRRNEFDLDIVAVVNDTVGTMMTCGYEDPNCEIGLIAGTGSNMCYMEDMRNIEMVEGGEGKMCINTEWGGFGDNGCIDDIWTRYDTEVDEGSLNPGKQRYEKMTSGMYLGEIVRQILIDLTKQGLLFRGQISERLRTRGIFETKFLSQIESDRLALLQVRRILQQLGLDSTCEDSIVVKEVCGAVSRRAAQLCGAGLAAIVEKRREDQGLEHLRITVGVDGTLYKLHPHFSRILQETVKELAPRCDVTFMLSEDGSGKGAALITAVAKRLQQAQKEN
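Material – in-house recombinant HK5 (HKDC1) enzyme · Quantity – HKDC1 at 5 µg/mL · Buffer or medium – pH 8.0 Tris buffer with 10 mM MgCl2 · Reagent – glucose with 1 mM ATP · Dosing – single 20 µM dose · Times – reaction time 90 min, room temperature, protected from light · Technique – resorufin fluorescence at 613 nm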
SENP8 block-1 – inhibitors of human SENP8 protease; 360,000 tested, 0.64% active; Q96LD8; AID 602440; inhibition, % at 20 µM; recombinant SENP8, Nedd8 substrate fluorescence; in the data active = inhibition mostly above about 40%, no sharp cut-off; inactive = mostly below about 27%
SENP7 block – blocks the human protease SENP7 | inhibition, % at 5 µM | recombinant SENP7, Z-RLRGG-aminoluciferin luminescence, 40 min | AID 434973 | 330,000 tested, 1.5% active;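 active = inhibition above about 50% at the single test dose, limit read from the data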;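 note: plate controls were DMSO with enzyme for no effect and no enzyme buffer wells for full effect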
SENP1 inh – inhibitors of human SENP1 SUMO protease catalytic domain | AID 624204 | recombinant SENP1 catalytic domain, CyPet-SUMO1-YPet FRET cleavage | 360,000 tested, 0.21% active | inhibition, % at 10 µM | Q9P0U3;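 active = inhibition at least 30% at 10 µM, raw YFP signal under a set limit, fluorescence ratio 0.5 to 1.5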;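 note: 0% = enzyme with DMSO and 100% = no enzyme wells; some results filed as inactive read as strong as hits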
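Test system: human SENP1 catalytic domain; medium: Tris pH 8 buffer plus EDTA, NaCl, BME, BSA, NP40, catalase; incubation: 50 min reaction at room temperature; technique: FRET, CFP and YFP emission; controls: no-enzyme low control and enzyme-plus-DMSO high control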
NLRP3 yeast inh – inhibitors of NALP3 inflammasome in yeast; Yeast reconstituted NLRP3/ASC/caspase-1, beta-gal luminescence, 24 h; inhibition, % at 10 µM; 330,000 tested, 0.39% active; AID 2825;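 active = inhibition of 50% or more; inactive = inhibition below 50%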;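 note: plate controls were induced DMSO wells for no effect and uninduced yeast grown without galactose for full effect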
SENP8 block-2 – inhibitors of human SENP8 protease | 330,000 tested, 1.2% active | AID 2540 | inhibition, % at 10 µM | purified SENP8, Z-RLRGG-aminoluciferin cleavage, luminescence; in the data active = inhibition above about 50%
Apaf1 inhib – inhibitors of human Apaf-1 apoptosome | AID 489030 | 330,000 tested, 0.71% active | inhibition, % at 20 µM | O14727 | reconstituted apoptosome caspase-3 activity, DEVD-Rh110 fluorescence; active = inhibition of at least 40% at 20 µM;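 note: plate controls were DMSO wells for no effect and DEVD-CHO caspase inhibitor wells for full effect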
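System: reconstituted apoptosome with Apaf-1, cytochrome c, caspase-9, procaspase-3, dATP; Signal: Rh110 fluorescence intensity; Schedule: 30 min compound preincubation, 50 min activation, room temperature; Reagent: cytochrome c trigger plus (Z-DEVD)2-Rh110 caspase-3 substrate.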
SENP6 block – blocks the human protease SENP6 | Q9GZR1 | Recombinant SENP6 catalytic domain, aminoluciferin luminescence | inhibition, % at 10 µM | 330,000 tested, 1.8% active | AID 2599;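 active = inhibition above about 50% at the single tested dose, limit read from the data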;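 note: plate controls were DMSO wells with enzyme for no effect and DMSO wells lacking enzyme for full effect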
The depositor's hits bear a star; . = not tested or not shown. Hits appear at their usual frequency, and some 4.1% of all compounds hit somewhere here.

compound	PfG6PD inh	HKDC1 inh	SENP8 block-1	SENP7 block	SENP1 inh	NLRP3 yeast inh	SENP8 block-2	Apaf1 inhib	SENP6 block
Cn1cccc1C(=O)OCC(=O)c1ccc(Br)s1	20	-3	-4	82*	2	11	76*	8	81*
CCC(=O)N1c2ccc(S(=O)(=O)NC3CCCCC3)cc2CC1C (stereo not given)	12	-1	12	-2	-9	3	8	8	-2
Oc1ccc(/C=N/NC(=S)Nc2cccnc2)cc1	-3	-1	-22	11	-1	13	-4	-1	-15
C=CCNC(=O)c1ccccc1NC(=O)COc1ccccc1	0	4	2	0	0	17	-9	-8	-7
CCC(C)(C)NC(=O)C(c1ccncc1)N(C(=O)c1sc(C)nc1C)c1ccc(C)cc1 (stereo not given)	-6	-7	2	7	1	13	5	0	-20
C(#CCN1CCC(Cc2ccccc2)CC1)COCCOCc1ccccc1	-13	11	18	3	0	19	0	23	-13
Cc1ccsc1/C=C(\CC(=O)O)c1nc2ccccc2o1	-18	2	-106	-4	2	3	7	-1	9
CCCSc1cc(N2CCN(C)CC2)nc(-c2ccc(OC)cc2)n1	6	7	28	2	2	22	5	21	3
CC(OC(=O)c1ccc(NC(=O)CC#N)cc1)C(=O)NCCC1=CCCCC1 (stereo not given)	-13	5	-8	6	-8	20	-6	1	-28
Cc1cccc(-c2nnc(-c3ccccc3)o2)c1	-3	0	5	86*	-1	14	74*	8	88*
Cn1c(=O)c(=O)n(C)c2cc(S(=O)(=O)CCC(=O)Nc3cccc(C(F)(F)F)c3)ccc21	8	-1	-29	-1	2	-2	-9	-8	5
O=C(CN(Cc1ccccc1Cl)C(=O)CN1C(=O)CSc2ccccc21)NC1CC1	2	-7	-28	-11	1	21	-6	12	-12
CC(=O)Nc1ccc(S(=O)(=O)N2CCN=C2SCc2ccc([N+](=O)[O-])cc2)cc1	-8	-5	13	2	1	20	7	15	5
CC(c1nnc(SCC(=O)Nc2cccnc2Cl)n1-c1ccccc1)N(C)C (stereo not given)	7	6	9	4	0	12	-3	4	11
O=C(NC1CCCCCCC1)c1cc(COc2ccc3ncccc3c2)on1	23	1	24	.	-5	.	.	.	.

Part of the list above in another layout:
Values run as follows: PfG6PD inh	HKDC1 inh	SENP8 block-1	SENP7 block	SENP1 inh	NLRP3 yeast inh	SENP8 block-2	Apaf1 inhib	SENP6 block
Cn1cccc1C(=O)OCC(=O)c1ccc(Br)s1
 : 20	-3	-4	82*	2	11	76*	8	81*
CCC(=O)N1c2ccc(S(=O)(=O)NC3CCCCC3)cc2CC1C (stereo not given)
 : 12	-1	12	-2	-9	3	8	8	-2
Oc1ccc(/C=N/NC(=S)Nc2cccnc2)cc1
 : -3	-1	-22	11	-1	13	-4	-1	-15
C=CCNC(=O)c1ccccc1NC(=O)COc1ccccc1
 : 0	4	2	0	0	17	-9	-8	-7
CCC(C)(C)NC(=O)C(c1ccncc1)N(C(=O)c1sc(C)nc1C)c1ccc(C)cc1 (stereo not given)
 : -6	-7	2	7	1	13	5	0	-20
C(#CCN1CCC(Cc2ccccc2)CC1)COCCOCc1ccccc1
 : -13	11	18	3	0	19	0	23	-13
Cc1ccsc1/C=C(\CC(=O)O)c1nc2ccccc2o1
 : -18	2	-106	-4	2	3	7	-1	9
CCCSc1cc(N2CCN(C)CC2)nc(-c2ccc(OC)cc2)n1
 : 6	7	28	2	2	22	5	21	3
CC(OC(=O)c1ccc(NC(=O)CC#N)cc1)C(=O)NCCC1=CCCCC1 (stereo not given)
 : -13	5	-8	6	-8	20	-6	1	-28
Cc1cccc(-c2nnc(-c3ccccc3)o2)c1
 : -3	0	5	86*	-1	14	74*	8	88*
Cn1c(=O)c(=O)n(C)c2cc(S(=O)(=O)CCC(=O)Nc3cccc(C(F)(F)F)c3)ccc21
 : 8	-1	-29	-1	2	-2	-9	-8	5
O=C(CN(Cc1ccccc1Cl)C(=O)CN1C(=O)CSc2ccccc21)NC1CC1
 : 2	-7	-28	-11	1	21	-6	12	-12
CC(=O)Nc1ccc(S(=O)(=O)N2CCN=C2SCc2ccc([N+](=O)[O-])cc2)cc1
 : -8	-5	13	2	1	20	7	15	5
CC(c1nnc(SCC(=O)Nc2cccnc2Cl)n1-c1ccccc1)N(C)C (stereo not given)
 : 7	6	9	4	0	12	-3	4	11

At a glance, 2 of the compounds above:
compound	PfG6PD inh	HKDC1 inh	SENP8 block-1	SENP7 block	SENP1 inh	NLRP3 yeast inh	SENP8 block-2	Apaf1 inhib	SENP6 block
CC(c1nnc(SCC(=O)Nc2cccnc2Cl)n1-c1ccccc1)N(C)C (stereo not given)	7	6	9	4	0	12	-3	4	11
O=C(NC1CCCCCCC1)c1cc(COc2ccc3ncccc3c2)on1	23	1	24	.	-5	.	.	.	.

The results go on:
compound	PfG6PD inh	HKDC1 inh	SENP8 block-1	SENP7 block	SENP1 inh	NLRP3 yeast inh	SENP8 block-2	Apaf1 inhib	SENP6 block
C[C@H](CO)N1C[C@H](C)[C@@H](CN(C)Cc2ccc3c(c2)OCO3)Oc2c(NC(=O)Cc3ccccc3)cccc2C1=O	11	0	10	-1	1	6	5	21	6
CCCCNC(=O)CCCCC(=O)N/N=C/c1cccc(Cl)c1	65*	-8	8	1	2	-5	-2	6	0
COC(=O)C1=C(N)Oc2c(oc(CO)cc2=O)C1c1ccccc1F (stereo not given)	-2	-8	5	1	2	2	-1	-13	3
O=C(NCCN1CCCCCC1)C1CCCN1S(=O)(=O)c1cccc2nsnc12 (stereo not given)	3	3	23	6	3	6	1	7	1
Cc1ccc(-c2nnc(-c3ccccc3)c(N3CCOCC3)n2)cc1	2	-4	-2	-2	1	7	-14	17	-21
Cc1cc(C)c(S(=O)(=O)N2CCC3(CC2)OCCN3S(=O)(=O)c2cccs2)c(C)c1	12	-3	10	11	1	3	-13	9	-3
O=C(NC(=S)NCCN1CCOCC1)c1ccc(Cl)cc1	-14	-4	14	4	0	-7	6	-11	11
Cc1[nH]n(-c2ccccc2)c(=O)c1N=Nc1ccc(C(=O)O)cc1	0	0	28	8	4	25	2	3	-11
CCC(=O)N1CCN(c2ccccc2NC(=S)NC(=O)c2ccco2)CC1	8	-3	5	1	0	16	1	13	7
Cc1ccc(C(=O)N/N=C\C=C\c2ccc(Br)cc2)cn1	-8	11	-12	-9	3	-13	-2	4	-14
COC(=O)Cc1c(C)c2ccc(OCC(=O)N3CCCC(C)C3)c(C)c2oc1=O (stereo not given)	11	-2	-435	-1	-1	-2	1	10	-19
CCOC(=O)N/N=C(\C)c1ccc(-n2cnnn2)cc1	1	-3	10	9	2	25	-4	-5	-9
CNCc1c(C)nn(-c2ccccc2)c1C	1	-5	12	11	3	7	1	-4	-32
Cc1cc(C(=O)OCn2nnc3ccccc3c2=O)c(C)n1-c1ccccc1	13	-3	8	-6	1	18	-9	7	-6
Cc1nc(-c2ccc(S(=O)(=O)N3CCCN(CCc4ccccc4)CC3)s2)cs1	-3	-2	18	0	-3	26	7	1	8
O=C(CSc1nnc(-c2cccnc2)n1-c1ccccc1)Nc1ccccn1	-4	-6	12	-1	0	14	-10	6	-4
CCCNC(=S)NC1CC2CCCC(C1)N2Cc1ccc(F)cc1 (stereo not given)	1	1	14	-1	1	13	0	2	12
CCOc1ccc(CCNC(=O)C(C)n2nc(C)n3c(cc4occc43)c2=O)cc1OCC (stereo not given)	-21	-4	42*	-3	-1	14	-13	8	-21
O=C(Nc1cccc2ccccc12)N(CCO)C1CCS(=O)(=O)C1 (stereo not given)	2	5	-260	13	0	11	-11	4	-12
CN1CCN(Cc2nc3cc(NC(=O)COc4ccc([N+](=O)[O-])cc4)ccc3n2C)CC1	12	3	12	-5	-1	-3	0	8	-10
COc1ccc(/C=C(\C#N)C(=O)OCC(=O)NC2CC2)cc1	-1	-6	5	7	-1	-2	1	0	14
CCN(CC)S(=O)(=O)c1ccc(NCC2COc3ccccc3O2)c([N+](=O)[O-])c1 (stereo not given)	7	-1	47*	0	3	26	0	7	-11
CC1=NC(Nc2nc(C)c3ccccc3n2)=NC(C)(C)C1	12	-2	7	9	-64	6	-8	-3	2
CCOC(=O)c1cc2c(nc1NC(=S)Nc1ccccc1)CC(C)(C)OC2	-14	0	-2	8	1	6	-4	8	-12
Cc1ccc(C(=O)NC(=S)N2CCCCCC2)cc1	15	0	12	7	-1	6	0	-6	-2
COc1ccccc1NC(=O)CN(C)S(=O)(=O)c1ccc(F)cc1	9	-5	16	-2	4	2	-2	-13	-12
COc1cc2nc(NCC3CCCO3)n3nc(-c4cccnc4)nc3c2cc1OC (stereo not given)	18	2	-227	4	4	4	-5	-7	-19
Cc1nnc(Oc2ccc([N+](=O)[O-])cc2)c2ccccc12	7	-2	21	6	2	16	8	5	3
N/C(=N\OC(=O)C1CCCCC1)c1ccccn1	-5	-1	15	68*	2	-6	46	-10	67*

High-throughput results as filed in PubChem BioAssay.
